High-throughput results (PubChem BioAssay)
HCV inh: qHTS Assay for Inhibitors of Hepatitis C Virus (HCV); Huh7.5.1 HCVcc-Cre infection, luciferase reporter, 44 h; Potency, µM (series often up to 41.8 µM), inactives show top-dose activity change, negative = inhibition, hits mostly inhibitors; 3.4% of 340,000 active; AID 651820, 2012; further: potency means the concentration at half of the fitted maximal effect; on the % scale 0 is the no-effect control and ±100 the full control effect
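Infectious HCV cell culture screen: compound-treated cells (1,000/well, pre-plated 4 h) are infected with HCVcc-Cre at roughly 0.5 moi and grown 44 h. Infection is quantified by luciferase signal after 15 min substrate incubation at room temperature.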
CHX counter: Cycloheximide Counterscreen for Small Molecule Inhibitors of Shiga Toxin; max response, %; AID 2314, 2010; 12% of 300,000 active; cell reporter, cycloheximide protein synthesis inhibition counterscreen; in the data active means max response mostly above about 13%, no sharp cut-off; inactive means mostly below about 14%; further: read at 38.3 µM for the half of the compounds with a filed dose; 0% is about no effect
Pf growth 48h: Primary qHTS for delayed death inhibitors of the malarial parasite plastid, 48 hour incubation; P. falciparum luciferase growth in erythrocytes, 48 h; Potency, µM (series often up to 28.7 µM), for the others: top-dose activity change, negative = inhibition, usual class: inhibitors; 5.9% of 310,000 active; AID 504832, 2011; further: potency means the concentration at half of the fitted maximal effect; on the % scale 0 is the no-effect control and ±100 the full control effect
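Firefly luciferase activity from engineered P. falciparum reports growth; inhibitors lower the luminescent signal. Cultures contained 2% hematocrit erythrocytes at 0.1% final parasitemia.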
FBPA Giardia inh: qHTS Assay for Inhibitors of Fructose-1,6-bisphosphate Aldolase from Giardia Lamblia; purified Giardia FBPA; A8B2U2; Potency, µM (top dose mostly 59.6 µM), without a hit: top-dose activity, negative = inhibition, most hits filed as inhibitors; AID 2451, 2010; 0.71% of 290,000 active; further: potency means the concentration at half of the fitted maximal effect; on the % scale 0 is the no-effect control and ±100 the full control effect; nearly all actives have a fitted effect of over 55% in size
Target sequence (A8B2U2 whole entry, looked up): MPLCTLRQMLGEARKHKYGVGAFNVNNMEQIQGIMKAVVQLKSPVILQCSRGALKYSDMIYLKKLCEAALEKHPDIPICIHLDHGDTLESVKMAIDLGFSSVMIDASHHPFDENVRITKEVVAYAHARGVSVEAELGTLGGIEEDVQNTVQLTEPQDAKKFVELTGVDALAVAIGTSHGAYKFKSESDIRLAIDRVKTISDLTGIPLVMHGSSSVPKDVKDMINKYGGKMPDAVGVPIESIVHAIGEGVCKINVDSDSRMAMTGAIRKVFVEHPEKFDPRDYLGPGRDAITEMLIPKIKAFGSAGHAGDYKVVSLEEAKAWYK
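40 nM FBPA preincubated 10 min at RT with compound (up to 57.5 uM final), then substrate plus GAPDH/TPI/NAD/arsenate coupling and diaphorase/resazurin added. Fluorescence read after 20 min at RT, 525/598 nm.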
Pf growth 96h: Primary qHTS for delayed death inhibitors of the malarial parasite plastid, 96 hour incubation; P. falciparum luciferase reporter growth, 96 h; 6.9% of 320,000 active; Potency, µM (doses to about 28.7 µM), without a hit: at the top dose activity change, negative = inhibition, usual class: inhibitors; further: potency means the concentration at half of the fitted maximal effect; on the % scale 0 is the no-effect control and ±100 the full control effect
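Luminescence readout: decreased luciferase signal marks inhibited growth of reporter-expressing P. falciparum in infected red cells (2% hematocrit, 0.05% parasitemia final), exposed to compound two generations (96 h, 37 C, 5% CO2).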
Shiga toxin inh: A qHTS for Small Molecule Inhibitors of Shiga Toxin. Vero cells, Shiga toxin protein synthesis inhibition reporter. 9.2% of 290,000 active. inhibition, % at 38.7 µM. AID 2315, 2010; in the data active means inhibition mostly above about 28%, no sharp cut-off; inactive means mostly below about 43%; further: 0% is about no effect
The depositor's hits bear a star; ? = inconclusive; · = no result given; & = joins results of further samples; [ ] = another dose, or the depositor's remark. Unless noted, the call rests on the fitted dose curve; in most records, active means well fitted curve in the direction sought with a large enough effect; inconclusive means small, poorly fitted or top-dose-only effect, or another doubt; inactive means no such curve, though single readings can be large; an effect the other way counts as inactive or inconclusive. Random draw from the library; overall some 24% were active at least once.

canonical_smiles	HCV inh	CHX counter	Pf growth 48h	FBPA Giardia inh	Pf growth 96h	Shiga toxin inh
COc1ccccc1CCNC(=O)c1csc2c1CCCC2	?	13	?	-2%	?	38*
CCOC(=O)c1ccc(NC(=O)CC2C(=O)N(c3ccc(F)cc3)C(=O)N2CCCOC)cc1 (stereo unspecified)	·	7	?	-1%	47%[activator]	-9
Cc1ccc(C)c2sc(N3CCN(C(=O)c4ccc([N+](=O)[O-])o4)CC3)nc12	?	·	0.83µM*	·	0.33µM*	·
CC(C)NS(=O)(=O)c1ccc(NC(=O)C2CCCCC2)cc1	?	-1	·	4%	4%	-5
O=C(COC(=O)c1cccc(O)c1)NC(=O)Cc1ccccc1	8%	1	8%	·	?	5
COc1ccc(C(C)N2CC34C=CC(O3)C(C(=O)O)C4C2=O)cc1 (stereo unspecified)	3%	2	16%	2%	·	-5
COc1ccc(CNc2nc(SC)n[nH]2)cc1OC	3%	-2	1%	1%	325%[activator]	-14
CCCNC(=O)c1ccc2c(c1)nc(C)n2-c1cccc(Cl)c1	-34%	-6	?	3%	-36%	-10
Cc1ccc(C)n1-c1nnc(N2CCC(C(=O)NCCCN3CCN(C)CC3)CC2)s1	3%	-4	-4%	0%	?	2
Cc1cc(-c2ccccc2)nc(N(C)NC(=O)C2CC2)c1S(C)(=O)=O	6%	16	12%	-3%	-2%	13
Brc1ccccc1-c1nnc(CSc2nncn2-c2ccccc2)o1	-18%	1	-10%	0%	?	27
NS(=O)(=O)c1ccc(NS(=O)(=O)c2ccc(NC(=S)Nc3ccccc3)cc2)cc1	10%	-2	10%	-1%	29%	-12
COc1ccc(NC(=O)CN(C)C(=O)CSc2ccc3c(c2)OCCO3)cc1	-7%	-3	12%	·	9%	-2
COc1cccc(OCC(O)CN2CCC(CN3C(=O)c4cccc5cccc(c45)C3=O)CC2)c1 (stereo unspecified)	?	-5	?	-4%	?	13
CC1CN(C(=O)c2cc3ccccc3cc2O)CC(C)O1 (stereo unspecified)	31%[activator]	·	?	·	?	·
Cn1nnnc1SCC(=O)Nc1cccc(S(=O)(=O)N2CCCC2)c1	27%	3	-12%	1%	?	3
Cc1ccc(C)c(NS(=O)(=O)c2c(C)nc3sccn3c2=O)c1	-7%	4	-6%	4%	?	-1
CCOc1ccc(Cc2nnc(SCC(=O)Nc3ccc(OC)cc3)n(N)c2=O)cc1	?	·	?	·	?	·
Cn1/c(=N/NC(=O)c2ccccc2Br)sc2ccccc21	12%	36*	57%[activator]	-1%	147%[activator]	87*
CCCCCOc1ccc(CSC(=N)N)cc1[N+](=O)[O-]	?	11	?	-11%	0.47µM*	1
Cc1nnc(SCC(=O)NC23CC4CC(CC(C4)C2)C3)s1	5%	20	7%	4%	21%	-1
O=C1NC(=S)N(C(=O)c2ccc(F)cc2)/C1=C/c1cccnc1	7%	9	?	6%	?	8
CC(=O)Nc1sc(C)c(C)c1CN1CCN(Cc2ccccc2)CC1	12%	11	?	4%	4.1µM*	10
Cc1ccc(C2CC(c3ccc(Br)cc3)=NN2C(=O)CSC2=NN3CCCC(=O)N=C3S2)cc1 (stereo unspecified)	?	1	12µM*	·	14%	10
O=C(CCn1ccnc1)Nc1nc2ccccc2[nH]1	14%	-2	5%	-3%	37%	20
O=C(NCCCl)NNC(=O)c1cc2ccccc2cc1O	2%	1	46%[activator]	-12%	14%	-2
Cn1ncc(Cl)c1C(=O)Nc1sc2c(c1C(N)=O)CCC2	?	0	36%[activator]	-1%	-1%	-2
CCOC(=O)c1cc(C#N)c(SC)nc1-c1ccccc1	?	-5	?	6%	10%	27
NC(=O)NNc1ncc(C(F)(F)F)cc1Cl	-1%	-1	3%	1%	2%	-11
Cc1sc2nc(Cc3ccccc3)[nH]c(=O)c2c1-c1ccccc1	4%	-3	-6%	5%	23%	-2
CCc1cccc(NC(=O)C2CCCN(S(=O)(=O)c3cccs3)C2)c1 (stereo unspecified)	?	3	?	-4%	43%[activator]	12
Cc1ccc(C(=O)NCCCNC(=O)c2ccco2)cc1	22%	-2	19%	3%	-4%	-11

3 compounds picked at random from those above, as already listed:
canonical_smiles	HCV inh	CHX counter	Pf growth 48h	FBPA Giardia inh	Pf growth 96h	Shiga toxin inh
Cn1ncc(Cl)c1C(=O)Nc1sc2c(c1C(N)=O)CCC2	?	0	36%[activator]	-1%	-1%	-2
Cc1ccc(C(=O)NCCCNC(=O)c2ccco2)cc1	22%	-2	19%	3%	-4%	-11
O=C(NCCCl)NNC(=O)c1cc2ccccc2cc1O	2%	1	46%[activator]	-12%	14%	-2

Continuation.
canonical_smiles	HCV inh	CHX counter	Pf growth 48h	FBPA Giardia inh	Pf growth 96h	Shiga toxin inh
COc1ccccc1NS(=O)(=O)c1ccc(OC)c([N+](=O)[O-])c1	14%	-2	-4%	1%	25%	26
Cc1ccc(NC(=O)[C@H](Cc2ccccc2)NC(=O)[C@@H]2Cc3ccccc3CN2)c(C)c1	-12%	8	-15%	?	?	31
O=C(/C=C/Nc1ccc(S(=O)(=O)Nc2ncccn2)cc1)c1ccc(Cl)c(Cl)c1	25%	-1	17%	-2%	0%	15
O=C(CCCSc1ccccc1)Nc1cccc(CO)c1	24%	10	2%	-3%	1%	29
CC(=O)Nc1nc2cc(C(N)=O)ccc2s1	3%	·	8%	·	?	·
CCN(CC)CC#CCC(C)(c1ccccc1)c1ccccc1	?	1	12µM*	-1%	6.6µM*	-13
O=C(NCCc1ccccc1)C(=O)c1c[nH]c2ccccc12	2%	40*	?	-7%	-5%	61*
Cn1ncc2c(Sc3ccc(Cl)cc3)ncnc21	1%	8	9%	10%	?	-1
Cc1ccc(NC(=O)CN(C)C(=O)C(C)OC(=O)c2ccccc2NCCO)cc1 (stereo unspecified)	?	·	-26%	·	3%	·
COc1ccc(OC)c(NC(=O)CN(c2ccc(OC)c(Cl)c2)S(C)(=O)=O)c1	0%	-2	-12%	-5%	13%	-11
Cc1noc(C)c1C(=O)Nc1nc(-c2ccc(F)c(F)c2)cs1	?	·	51%[activator]	·	-13%	·
Cc1ccc([N+](=O)[O-])cc1NC(=O)C(C)N1CCCCC1 (stereo unspecified)	0%	-1	-16%	3%	65%[activator]	11
CS(=O)(=O)N1CCC(C(=O)Nc2c(F)cccc2F)CC1	17%	1	3%	4%	-14%	4
O=C(CN1C(=O)NC2(CCCCC2)C1=O)Nc1ccccc1N1CCCCC1	-16%	·	?	·	?	·
Cc1nn(CC(=O)N2CCCCCC2)c(=O)c2cc3occc3n12	2%	-12	1%	·	?	2
Cc1cccc(CCNC(=O)c2cc(=O)[nH]c3ccc(Br)cc23)c1	-11%	-4	18%	-2%	10µM*	13
CCS(=O)(=O)Nc1cccc(C2=NN(S(=O)(=O)c3ccccc3)C(c3ccco3)C2)c1 (stereo unspecified)	-6%	12	?	-4%	?	-3
Cc1oc2ccc(Br)cc2c(=O)c1-c1nn[nH]n1	24%	2	10%	-4%	42%[activator]	14
CCCN1C(=O)/C(=C/c2ccc(C)o2)SC1=Nc1ccc(OCC)cc1	7%	-3	?	?	-18%	-10
O=C(O)C1CCCCC1C(=O)Nc1ccc(F)c(F)c1 (stereo unspecified)	13%	-3	4%	11%	23%	16
CCOC(=O)c1ccc(NS(=O)(=O)c2c(C)nc3sccn3c2=O)cc1	-24%	2	31%[activator]	6%	10µM*	1
CCOC(=O)c1c(S(=O)(=O)NCC(=O)Nc2ccc(C)cc2)c(C)n(C)c1C	-3%	-1	-12%	·	-14%	-6
CCCOc1ccc(C2c3c(oc4ccccc4c3=O)C(=O)N2CCCN2CCOCC2)cc1 (stereo unspecified)	-2%	1	?	-10%	?	-8
Cc1ccc(N/C=C/C(=O)c2ccccc2)cc1Br	-13%	54*	259%[activator]	2%	260%[activator]	·
COCCn1c(SCC(=O)Nc2cc(C)on2)nc2c(c1=O)SC(C)C2 (stereo unspecified)	-8%	-2	-25%	4%	-11%	-5
CN(C)S(=O)(=O)n1cc(/C=C(\NC(=O)c2ccccc2)C(=O)N2CCCC2)c2ccccc21	?	-2	?	10%	?	-9
O=C1/C(=C/c2ccc([N+](=O)[O-])cc2)N2CCC1CC2	4%	19	-26%	-1%	-6%	-7
CCC(=O)Nc1ccc2nc(C3CC3)n(Cc3ccc(C(C)(C)C)cc3)c(=O)c2c1	?	57*	195%[activator]	5%	26%	90*
Cc1ccsc1C1C2=C(CCCC2=O)Nc2ncnn21 (stereo unspecified)	7%	0	?	?	·	-12
CCOC(=O)Nc1ccc(S(=O)(=O)N2CCC(C)CC2)cc1	2%	-3	-34%[5.75 µM]	6%	?	-12
CCOP(=O)(OCC)C(NC(=O)c1ccccc1Cl)=C(Cl)Cl	2%	-1	·	4%	-10%	19
Cc1ccc(NC(=O)CCCNC(=O)c2ccc(Cl)cc2)cc1S(=O)(=O)N1CCCCC1	?	·	6%	·	30%	·
CN1C(C(=O)NCc2cccc(C(F)(F)F)c2)CC2Cn3c(nc4cc(Cl)c(Cl)cc43)C21 (stereo unspecified)	8%[8.37 µM]	2	?	-3%	?	-7
Cc1ccc(OCC(=O)Nc2ccccc2F)cc1C	10%	36*	73%[activator]	2%	?	81*
O=C(Nc1nc(-c2ccccc2)cs1)C1CCCN(S(=O)(=O)c2cccc([N+](=O)[O-])c2)C1 (stereo unspecified)	-29%	-1	·	0%	?	-9
CC1CC(C)CN(S(=O)(=O)c2ccc3c(c2)NC(=O)C(C)C(=O)N3)C1 (stereo unspecified)	11%	-2	27%	2%	-29%	2
COc1cccc(CN2CCC(n3nccc3NC(=O)CCCc3ccccc3)CC2)c1O	?	12	?	·	-25%	-9
COC(=O)[C@@]12CCCCN1[C@H](c1ccc(-c3ccc(OC)cc3)cc1)[C@H]1C(=O)N(C)C(=O)[C@H]12	-5%	·	?	·	-26%	·
NC(=O)COC(=O)CSc1cccc2cccc(Cl)c12	20%	-1	0%	-27%	10%	-3
Cc1cc(F)ccc1S(=O)(=O)N1CCCOC1CNC(=O)C(=O)NCCN1CCOCC1 (stereo unspecified)	7%	-1	3%	·	1%	-12
CCOC(=O)c1ccc(NC(=O)CCSCCc2ccccn2)cc1	2%	1	?	-5%	?	38
CC(C)NC(=O)NC(=O)COC(=O)CCOc1ccccc1	9%	-3	·	3%	31%[activator]	-16
Cc1nn(-c2ccccc2)c(C)c1/C=N/NC(=O)c1cc(-c2cccc3ccccc23)n[nH]1	?	-1	?	-1%	?	-8
Cc1cc(C)c2sc(NC(=O)C3=COCCO3)nc2c1	?	60*	18%	?	55%[activator]	120*
COc1cc(NS(=O)(=O)c2ccc(NC(=O)c3ccc(S(=O)(=O)N4CCCCC4)cc3)cc2)ncn1	-21%	6	?	23%	?	3
O=C1NC(=Nc2ccccc2Cl)S/C1=C\c1cccc([N+](=O)[O-])c1	12%	-1	2%	-10%	239%[activator]	-11
CNC(=O)N(c1ccccc1)c1ccccc1	8%	17	94%[activator]	5%	7%	29
C=C1CC[C@@H]2[C@](C)(CO)[C@H](O)CC[C@@]2(C)[C@@H]1/C=C/C1=CCOC1=O	?	-4&2	6%	3%&10%	1%	-7&-7
